Htt clearance: compounds clearing mutant huntingtin protein | HeLa Exon1htt(103Q)mCFP, aggregate imaging; zero = plate's median compound well | inhibition, % at 1.5 µM | hit rate 0.42% among 47,000;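 active = inhibition of aggregate fluorescence above about 70%, also judged a hit by eye on the cell image, limit read from the data, passing the limit was not always enough; inconclusive = no rule stated for this call; inactive = not judged a hit on image review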;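 also: cells exposed to compound for three days before fixation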
Htt clearance grain fraction: further read-out of Htt clearance, marked with its call; fraction fluorescence in grains; measured here: aggregate grain fluorescence fraction; stronger effect = lower value;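 scaled fraction of total cell fluorescence in grains with unit not stated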
* = called active by the depositor; ? = inconclusive; . = not tested or not shown. The list is partial. The share of hits here may be higher or lower than overall.

The opening 3 records as a preview:
SMILES | Htt clearance | Htt clearance grain fraction
COc1ccc(C(=O)Oc2c(C)occc2=O)cc1OC | -18 | 46
CCOC(=O)CCNC(C)C1COc2ccccc2O1 (stereo not given) | 4 | 18
CCCc1nc(SCC(=O)Nc2ccc(N3CCOCC3)cc2)c2ccccc2n1 | -50 | 27

Main list, repeating the preview:
SMILES | Htt clearance | Htt clearance grain fraction
COc1ccc(C(=O)Oc2c(C)occc2=O)cc1OC | -18 | 46
CCOC(=O)CCNC(C)C1COc2ccccc2O1 (stereo not given) | 4 | 18
CCCc1nc(SCC(=O)Nc2ccc(N3CCOCC3)cc2)c2ccccc2n1 | -50 | 27
COc1ccc(S(=O)(=O)Nc2cc(C(C)C)c(O)cc2C)cc1 | 42 | 12
O=C(Cn1cnc2ccccc2c1=O)NCc1ccc2c(c1)OCO2 | -18 | 25
CCc1c(C(C)S(=O)(=O)c2ccc(C)cc2)[nH]c(=O)n1-c1ccc(C)cc1 (stereo not given) | -10 | 41
CN(C)S(=O)(=O)N1CCCN(S(=O)(=O)N(C)C)CC1 | -15 | 46
CCc1cc2c(N3CCN(c4ccccc4)CC3)ncnc2s1 | 41 | 12
O=C(c1ccc(S(=O)(=O)NCC2CCCO2)cc1)N1CCc2ccccc21 (stereo not given) | 55 | 9.1
c1coc(-c2nnc(SCc3cn4ccccc4n3)o2)c1 | -118 | 65
O=C(c1cc(-c2cccs2)on1)N1CCc2ccccc2C1 | -45 | 26
O=C(c1ccco1)N1CCN=C1SCc1cccc(Cl)c1 | -87 | 76
O=C(Oc1cccc(N2C(=O)CCC2=O)c1)c1ccccc1 | -12 | 22
CCOC(=O)c1c(C)nn(Cc2ccccc2)c1N | 14 | 18
CCCCCNC(=O)C(C)NS(=O)(=O)c1ccc(OC)cc1 (stereo not given) | 27 | 14
COc1ccc(OC(=O)c2cccnc2)cc1 | 1 | 30
CC(C)=CC(=O)Nc1nnc(C)s1 | 46 | 9.5
O=C(Cn1nnc(-c2ccc(Cl)cc2)n1)NC1CC2CCC1C2 (stereo not given) | 27 | 27
COc1ccc(NC(=O)C(NC(C)=O)C(=O)NCc2ccccc2)cc1 (stereo not given) | -27 | 27
O=C1CC(c2ccccc2)n2nc(N3C(=O)c4ccccc4C3=O)nc2N1 (stereo not given) | 16 | 36
CCCc1nc2sc3ccccc3c(=O)c2c(=O)n1Cc1ccco1 | -48 | 50
CC(C)Cn1c(CCC(=O)O)ccc1-c1cccs1 | -4 | 19
CCCCCCOc1cccc(N)c1 | 12 | 36
CCOC(=O)C1(C(F)(F)F)N=C(C(F)(F)F)Nc2ccccc21 (stereo not given) | -9 | 35
COC(=O)c1cn(N(C)c2ncc(C(F)(F)F)cc2Cl)c(=O)c2ccccc12 | -32 | 27
CCOC(=O)Cc1nn(CCc2ccccn2)c(=O)c2ccccc12 | -20 | 43
NC(=O)NCC12CC3CC(CC(C3)C1)C2 | -27 | 47
CCCCCCCOC(=O)C1=C(C)Nc2ncnn2C1c1cccs1 (stereo not given) | -22 | 23
c1ccc(-n2c(SCC3CCCCO3)nnc2-c2cccs2)cc1 (stereo not given) | 14 | 35
O=C(NCCCN1CCOCC1)c1ccc(CS(=O)(=O)c2ccc(Br)cc2)o1 | -4 | 51
CCOC(=O)C1CCN(C(c2cc3ccc(C)cc3[nH]c2=O)c2nnnn2C2CCCCC2)CC1 (stereo not given) | -25 | 45
CCCC1=C(C(=O)OCC)C(c2ccccc2OCC)NC(=O)N1C (stereo not given) | -12 | 41
O=C(Oc1ccccc1C(=O)Oc1ccccc1)c1ccco1 | -86 | 39
COc1ccc(NC(=O)CSc2nnc(Cc3cccn3C)n2CCc2ccccc2)cc1OC | 31 | 27
O=C(CCCn1c(=O)[nH]c2cc(Cl)ccc2c1=O)NCCN1CCN(c2ccccc2)CC1 | -40 | 29
CC1CN(CCC(=O)Nc2ccc3c(c2)OCO3)CC(C)O1 (stereo not given) | 33 | 23

Individual results from the entries so far.
Htt clearance grain fraction with CCOC(=O)Cc1nn(CCc2ccccn2)c(=O)c2ccccc12 reads 43
Htt clearance grain fraction with CC1CN(CCC(=O)Nc2ccc3c(c2)OCO3)CC(C)O1 (stereo not given) reads 23

New compounds follow:
SMILES | Htt clearance | Htt clearance grain fraction
COc1ccc(C2NC(=O)NC(O)(C(F)(F)F)C2C(=O)c2ccc(F)cc2)cc1 (stereo not given) | -40 | 27
O=C(NC1CCCC1)c1noc2c1CCCCC2 | -8 | 20
CN(C)/C=C1/Nc2ccccc2C1=O | -31 | 44
C=C(C)COc1ccc(-c2nc(N)nc(C)c2Oc2ccccc2OC)c(O)c1 | -74 | 63
N#Cc1nc(COc2ccc(Cl)cc2Cl)oc1N1CCN(c2ccccc2)CC1 | -31 | 45
COc1ccc(-c2cc(CNC(=O)CN3CCN(C)CC3)on2)cc1 | 45 | 21
O=C(Nc1nnc(/N=C/c2ccco2)s1)c1ccc(F)cc1 | 71* | 6.2*
Cc1occc1C(=O)Nc1c(F)c(F)c(F)c(F)c1F | -63 | 32
Cc1occc1-c1nnc(SCC(=O)Nc2ccccc2N2CCCCC2)n1C | 14 | 18
Cc1ccc(N2CCN(C(=O)c3ccccc3Br)CC2)c(C)c1 | -57 | 31
Cn1c(=O)[nH]c(=O)c2c1nc(N1CCOCC1)n2CCSc1nc2ccccc2[nH]1 | -35 | 54
CS(=O)(=O)Nc1cccc(C(=O)CC2(O)C(=O)Nc3ccc(Br)cc32)c1 (stereo not given) | 7 | 38
Cc1ccc(S(=O)(=O)NCC2CCC(C(=O)NCc3ccc4c(c3)OCO4)CC2)cc1 (stereo not given) | 46 | 11
Cn1sc(NC(=O)c2ccccc2Cl)nc1=O | 62 | 12
O=C(NCc1ccc(N2CCCC2=O)cc1)Nc1cccc2ccccc12 | -34 | 54
Cc1ccc(-c2nnn(CC(=O)N(CC3CCCO3)C(C(=O)NC(C)(C)C)c3ccc(F)cc3)n2)o1 (stereo not given) | -13 | 22
c1ccc(-c2nc(-c3ccncc3)no2)cc1 | 13 | 15
CCN1C=CC(=C2C(=O)c3ccccc3C2=O)C=C1 | -74 | 36
CC(C)Cc1nnc(NC(=O)CSc2ncn[nH]2)s1 | 44 | 11
COc1cc(/C=N/n2nnnc2N)ccc1O | -3 | 36
CC(=O)Nc1ccc(N(C)S(C)(=O)=O)cc1 | -11 | 31
CCCC(=O)C1=C(N(C)c2ccccc2)CC(C)(C)C(C(=O)OC)C1=O (stereo not given) | -49 | 25
N/C(=N\OC(=O)COc1ccc2ccccc2c1)c1ccccn1 | 15 | 25
CCn1c(COc2ccc(=O)n(-c3ccccc3)n2)nnc1SCc1cccc(OC)c1 | 18 | 32
O=C(c1cc2ccccc2c(=O)o1)N1CCCc2ccccc21 | -7 | 37
Cc1ccc(C)c(NC(=O)C2CC(O)CN2C(=O)OC(C)(C)C)c1 (stereo not given) | 0 | 37
N#CC1=C(N)NC(SCc2ccccc2)=C(C#N)C12CCCCC2 | 16 | 31
FC(F)(F)c1ccccc1Nc1nccs1 | 35 | 23
CC1CCN(S(=O)(=O)c2ccc(NC(=O)CN3CCCC(C)C3)cc2)CC1 (stereo not given) | 22 | 24
O=C1CN(C(=O)CSc2nnc(C3CC3)n2-c2ccccc2)c2ccccc2N1 | -11 | 47
C=CCOc1ccc(CNc2nccs2)cc1 | 29 | 13
COc1ccc(CN/C(C)=C(/C#N)C(N)=O)cc1OC | -9 | 45
O=C(O)C1C(C(=O)Nc2ccc(Cl)cc2)C2C=CC1C21CC1 (stereo not given) | 17 | 19
CCOc1ccccc1C1CC(=O)NC2=C1C(=O)CCC2 (stereo not given) | -13 | 35
CCOc1ccc(Cn2c(=O)oc3ccc(C)cc32)cc1OC | 8 | 28
O=C(C1CCCN(Cc2ccncc2)C1)N1CCc2ccccc2C1 (stereo not given) | 4 | 38
O=C(O)CCCCCNC(=O)c1ccncc1 | 0 | 36
O=C(CN(Cc1ccccc1F)S(=O)(=O)c1ccc(Cl)cc1)NCCCO | 28 | 29
CCc1ccc2[nH]c(=O)c(CN(CCCO)C(=O)NCc3ccccc3)cc2c1 | ? | .
CCCCN(C(=O)CNC(=O)c1ccco1)C(C(=O)NC1CCCCC1)c1ccc(OC)cc1OC (stereo not given) | 2 | 43
CN(C1CCCCC1)S(=O)(=O)c1ccc(-n2cnnn2)cc1 | -78 | 39
C=CCOc1nc(N(C)C)nc(N(C)C)n1 | 3 | 18
O=C(CN1CCCC1)Nc1ccc(Oc2ccc(NC(=O)CN3CCCC3)cc2)cc1 | -18 | 45
Cc1ccc2c(c1)c(CC(=O)Nc1ccc(C)c(F)c1)c(C(=O)O)n2C | 0 | 19
CC1CCN(C(C)C(=O)Nc2ccccc2-c2ccccc2)CC1 (stereo not given) | 37 | 24
COc1ccc2cc(C(=O)OC(C)C)sc(=O)c2c1OC | 26 | 16
CCOc1ccc(S(=O)(=O)n2nnc3ccccc32)cc1C | 74* | 5*
COc1ccc(S(=O)(=O)Nc2ccccc2C)cc1 | -14 | 23
CCc1ccc(OCC(=O)N(C)CCC#N)c(Br)c1 | 10 | 16
COc1ccc(-c2noc(COc3ccc(C)c(C)c3)n2)cc1OC | 21 | 14
Cc1nnc(N2C(=O)c3cccc4cccc(c34)C2=O)s1 | -10 | 20
Cc1cc(OCc2nc(-c3cccnc3)no2)c(C)cc1Br | 2 | 17
COc1ccccc1CC(=O)Nc1ccc(OC)c(OC)c1 | -110 | 39
CCCCOc1ccc(/C=C/C(=O)NCCc2nc3ccccc3[nH]2)cc1 | 0 | 39
CCOc1ccccc1NC(=O)NC1CCN(CC(=O)Nc2ccc3c(c2)OCCO3)CC1 | -90 | 37
COCCCNC(=O)CSC1=Nc2ccccc2C2=NC(Cc3c[nH]c4ccccc34)C(=O)N12 (stereo not given) | 20 | 33
Cc1ccc(N(CC(O)COCc2ccco2)S(=O)(=O)c2ccc(C)cc2)cc1 (stereo not given) | 1 | 34
CCN1CCCC1CNc1ncnc2c1[nH]c1ccc(F)cc12 (stereo not given) | -44 | 58
CC(=O)c1c(C)n([O-])c2ccccc2[n+]1=O | -37 | 50
COc1cccc(-c2nn(-c3ccccc3)cc2CO)c1 | -16 | 23

Fetched by structure from above, 4 records:
SMILES | Htt clearance | Htt clearance grain fraction
Cc1cc(OCc2nc(-c3cccnc3)no2)c(C)cc1Br | 2 | 17
CC(=O)c1c(C)n([O-])c2ccccc2[n+]1=O | -37 | 50
Cc1ccc(N(CC(O)COCc2ccco2)S(=O)(=O)c2ccc(C)cc2)cc1 (stereo not given) | 1 | 34
COc1cccc(-c2nn(-c3ccccc3)cc2CO)c1 | -16 | 23

(continued)
SMILES | Htt clearance | Htt clearance grain fraction
O=C(NCCCCNC(=O)c1ccc(Cl)s1)c1ccc(Cl)s1 | -18 | 23
COc1ccc(-c2nnc(SCC(=O)Nc3ccc(C)cc3)n2C)cc1 | -35 | 29
CC(=O)N1CCN2C(=O)C1CCCC(=O)c1cc(C3CCCCC3)ccc12 (stereo not given) | 16 | 36
CN1CCN(CCc2nc3cc(NC(=O)COc4ccccc4)ccc3n2C)CC1 | 7 | 36
Cc1ccc(S(=O)(=O)N2Cc3ccccc3CC2C(=O)Nn2cnnc2)cc1 (stereo not given) | -45 | 63
COc1cccc(C(c2nnnn2CCc2ccccc2)N2CCN(c3ccccc3)CC2)c1OC (stereo not given) | -16 | 22
CCOC(=O)c1cc(NC(=O)NCc2ccco2)c(C)nc1C | 44 | 21
COc1ccccc1NC(=O)CS(=O)(=O)c1cccc2nsnc12 | -10 | 22
O=c1[nH]c(CN2CCN(Cc3ccc4c(c3)OCO4)CC2)nc2ccccc12 | -33 | 23
Cc1ccc(-c2cc(C(=O)Nc3cc(C)ccc3C)[nH]n2)c(O)c1 | -42 | 24
COc1cccc(C(=O)NC2=NCCS2)c1OC | -48 | 28
O=S1(=O)CCC(N2CCOCC2)C1 (stereo not given) | 8 | 18
CCN(C(=O)CSc1nc2nc(C)cc(C)n2n1)c1cccc(C)c1 | -22 | 22
Cc1nnc(SCc2ccc(F)cc2)s1 | 48 | 9.4
COC(=O)c1ccc(Cl)c(NC(=O)CSc2ncn[nH]2)c1 | 16 | 15
Cc1ccc(C=Nc2ccccc2C(N)=O)cc1 | -22 | 24
CCOc1nonc1C(=N)/C(C(C)=O)=C(\C)O | -21 | 41
COCCn1c(C(C)C)nc2oc3ccccc3c(=O)c2c1=O | -44 | 63
Clc1ccc(-c2nc(N3CCCCC3)nc3ccccc23)cc1 | 46 | 10
CCC(C(=O)Nc1ncccn1)(C(F)(F)F)C(F)(F)F | -16 | 19
COc1ccccc1CN1C(=S)SC(C)(C)C1NO (stereo not given) | 18 | 17
C/C(=N\O)C(=O)NCc1ccncc1 | 34 | 27
Brc1ccc(-c2cn3nc4c(nc3n2)CCCC4)cc1 | 20 | 15
O=c1c2cnn(-c3ccccc3)c2nc(-c2ccco2)n1-c1ccccc1 | 22 | 15
O=C(Oc1ccccc1C(=O)N1CCOCC1)c1ccc(Br)cc1 | 48 | 20
O=C(Nc1cc(N2CCOCC2)ncn1)NC1(C(F)(F)F)Oc2ccccc2O1 | 31 | 12
COc1ccc(C(=O)N2c3ccccc3CC2C)cc1OC (stereo not given) | 20 | 15
CCOc1ccc(NC(=O)CSc2nc(C)c3c(c2C#N)CCCC3)cc1 | -29 | 56
Cn1c(CCN2CCCCCC2)nc2cc(NC(=O)Nc3ccccc3)ccc21 | -2 | 35
COCc1nc2ccccc2n1Cc1cccc(C)c1 | 7 | 37
O=C(CSc1nnc(-c2cccnc2)n1-c1ccccc1)Nc1ccc2c(c1)OCO2 | -60 | 31

In a second layout: entries from further up.
compound,Htt clearance,Htt clearance grain fraction
COc1ccc(C(=O)N2c3ccccc3CC2C)cc1OC (stereo not given),20,15
CCOc1ccc(NC(=O)CSc2nc(C)c3c(c2C#N)CCCC3)cc1,-29,56
Cn1c(CCN2CCCCCC2)nc2cc(NC(=O)Nc3ccccc3)ccc21,-2,35
COCc1nc2ccccc2n1Cc1cccc(C)c1,7,37

Bioassay records: PubChem, Columbia University Molecular Screening Center
